# AmpC detergent = AmpC beta-lactamase inhibition with detergent present | AID 485294 | AmpC hydrolysis of nitrocefin, absorbance 480 nm, 0.01% Triton | Potency, µM (top dose mostly 114 µM), for the others: at the highest dose activity change, negative = inhibition, hits mostly inhibitors | hit rate 0.041% among 370,000;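 also: potency is read from the fitted curve at half-maximal effect; 0% = no-compound wells and -100% = no-enzyme wells; nearly all actives have a fitted effect of over 25% in size; some results filed as inactive show a strong effect at the top dose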
# Target sequence (P00811 whole entry, looked up): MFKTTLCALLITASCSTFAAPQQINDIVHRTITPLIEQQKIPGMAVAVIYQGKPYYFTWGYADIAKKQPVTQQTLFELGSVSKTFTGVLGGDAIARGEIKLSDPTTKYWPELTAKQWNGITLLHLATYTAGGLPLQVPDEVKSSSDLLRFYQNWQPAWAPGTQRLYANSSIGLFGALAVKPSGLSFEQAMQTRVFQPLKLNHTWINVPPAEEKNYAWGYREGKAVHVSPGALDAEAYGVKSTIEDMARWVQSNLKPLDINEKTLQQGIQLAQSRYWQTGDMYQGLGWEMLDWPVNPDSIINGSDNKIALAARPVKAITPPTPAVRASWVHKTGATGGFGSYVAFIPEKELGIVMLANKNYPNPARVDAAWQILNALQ
#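 AmpC (5.3 nM in the dispensed reagent) in 20 mM phosphate pH 7.0 with 0.01% (detergent screen) or 0.0001% Triton X-100 was preincubated with compounds for 15 min at room temperature. Nitrocefin was then added from an 800 uM solution, and hydrolysis was followed at 480 nm.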
# LmPK inh = inhibitors of Leishmania mexicana pyruvate kinase; Q27686; purified LmPK, Kinase-Glo ATP luminescence, 1 h; Potency, µM (doses to about 57.5 µM), inactives show top-dose activity change, negative = inhibition, most hits filed as inhibitors; hit rate 0.37% among 290,000; also: potency is read from the fitted curve at half-maximal effect
# Target sequence (Q27686 whole entry, looked up): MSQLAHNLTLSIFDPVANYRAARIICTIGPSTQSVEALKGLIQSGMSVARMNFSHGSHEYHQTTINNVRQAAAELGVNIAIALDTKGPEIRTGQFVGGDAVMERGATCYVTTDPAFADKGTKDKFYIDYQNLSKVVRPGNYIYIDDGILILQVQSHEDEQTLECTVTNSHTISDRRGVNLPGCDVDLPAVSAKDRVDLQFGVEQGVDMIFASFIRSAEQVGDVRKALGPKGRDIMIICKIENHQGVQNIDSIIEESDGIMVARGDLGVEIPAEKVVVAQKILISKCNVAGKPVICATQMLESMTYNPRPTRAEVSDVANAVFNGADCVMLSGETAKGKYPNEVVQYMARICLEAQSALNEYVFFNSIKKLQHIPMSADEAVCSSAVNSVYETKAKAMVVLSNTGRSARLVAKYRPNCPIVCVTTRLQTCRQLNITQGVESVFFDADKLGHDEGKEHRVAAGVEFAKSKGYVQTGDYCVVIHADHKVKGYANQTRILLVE
#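 In 50 mM imidazole pH 7.2 with 7 mM MgCl2, LmPK (0.1 nM) turned over PEP (0.5 mM) and ADP (0.1 mM) for 1 h at room temperature. Luciferase read-out of ATP.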
# TbPYK inhibitor = inhibitors of Trypanosoma brucei pyruvate kinase. hit rate 0.12% among 410,000. TbPYK enzyme, Kinase-Glo Plus ATP luminescence, 45 min. Potency, µM (titrated, usually from 76.8 µM), without a hit: at the highest dose activity, negative = inhibition, actives largely listed as inhibitors. AID 624173; also: potency is read from the fitted curve at half-maximal effect; nearly all actives have a fitted effect of over 50% in size
#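 Quantitative HTS: titrated library compounds versus trypanosomal pyruvate kinase in TEA buffer (pH 7.2) containing KCl, MgCl2, BSA and Tween-20. Reactions were initiated with ADP, 130 uM final. Kinase-Glo Plus luminescence was read after 45 min at RT.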
# AmpC no deterg = AmpC beta-lactamase inhibition without detergent; P00811; AmpC nitrocefin hydrolysis, absorbance 480 nm, 0.0001% Triton; Potency, µM (titrated, usually from 57.1 µM), for the others: at the highest dose activity change, negative = inhibition, actives largely listed as inhibitors; hit rate 0.52% among 330,000;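 also: potency is read from the fitted curve at half-maximal effect; plate controls were no compound for no effect and no enzyme for full effect; nearly all actives have a fitted effect of over 20% in size; some results filed as inactive show a strong effect at the top dose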
#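 20 mM phosphate pH 7.0 + 0.01% (detergent screen) or 0.0001% Triton X-100; 5.3 nM AmpC reagent; cpd preinc 15 min RT; nitrocefin (800 uM stock) to start; A480 q20 s × 4 min; Activity was normalised to no-enzyme and no-compound control wells.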
# Sm TGR inh = blocks Schistosoma mansoni thioredoxin glutathione reductase | Q962Y6 | purified TGR, DTNB reduction, TNB absorbance 405 nm | Potency, µM (titrated, usually from 114 µM), without a hit: at the top dose activity change, negative = inhibition, usual class: inhibitors | hit rate 3% among 360,000 | AID 485364; also: potency is read from the fitted curve at half-maximal effect; nearly all actives have a fitted effect of over 60% in size
#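 Kinetic colorimetric format: TGR-catalysed, NADPH-driven DTNB reduction monitored via TNB absorbance. Enzyme dispensed at 20 nM; compound exposure 15 min at room temperature before reaction start.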
# HCMV antiviral = inhibitors of human cytomegalovirus. HFF cells, HCMV-luciferase reporter, 72 h; active compounds read low. activity change, negative = inhibition, % at 57.5 µM. hit rate 4.5% among 410,000; in the data active = activity change below about -60%; inconclusive = no clear call, values can overlap the other calls; inactive = above about -39%
#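 Compounds were evaluated in HFFs infected with an HCMV luciferase reporter virus (MOI 1 PFU/cell). Luciferase in lysates collected 72 h post infection served as the replication measure.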
# AMA1-RON2 inh = disrupts binding of P. falciparum AMA1 to RON2; AlphaScreen AMA1-biotinylated RON2 peptide binding; Potency, µM (highest dose often 58.2 µM), for inactives: at the highest dose activity change, negative = inhibition, hits mostly inhibitors; hit rate 0.2% among 360,000; AID 720542;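 also: potency is read from the fitted curve at half-maximal effect; 0% = vehicle wells and -100% = peptide control; nearly all actives have a fitted effect of over 45% in size; some results filed as inactive show a strong effect at the top dose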
#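 AMA1 (3D7) with his tag at 25 nM final met compounds first, then biotinylated RON2 peptide at 25 nM; detection used donor plus acceptor beads, 10 µg/mL apiece, read by AlphaScreen after 30 min at room temperature.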
# * = called active by the depositor; u = inconclusive; x = not tested or not shown; & = joins results of further samples; [ ] = another dose, or the depositor's remark. Unless noted, calls follow the shape of the dose curve; as a rule, active = well fitted curve in the direction sought with a large enough effect; inconclusive = small, poorly fitted or top-dose-only effect, or another doubt; inactive = no such curve, though single readings can be large; an effect the other way counts as inactive or inconclusive. Unless noted, % is scaled to controls: 0 for no effect and ±100 for the full control effect. Compounds were not picked by outcome; about 7.4% have a hit in one of these screens.
SMILES,AmpC detergent,LmPK inh,TbPYK inhibitor,AmpC no deterg,Sm TGR inh,HCMV antiviral,AMA1-RON2 inh
CC(NS(=O)(=O)CCNC(=O)c1ccccc1)c1ccccc1 (stereo not given),u,x,1%,-13%,4%,6,15%
CCN(C[C@H]1N[C@@](CC)(C(=O)OC)[C@H]2C(=O)N(Cc3ccccc3)C(=O)[C@@H]12)S(=O)(=O)c1ccc(C(C)(C)C)cc1,x,x,1%,-18%,x,-14,0%
CCOC(=O)c1cc(-c2ccccc2)n(-c2cccc(C(=O)Nc3cccc(C)c3)c2)c1C,11%,x,2%,x,3%,12,x
Cc1cccc(OC(C)C(=O)N2CCC(c3nc4ccccc4o3)CC2)c1C (stereo not given),23%,x,0%,x,4%,14,x
CC(C)OCCCNC1=C(Cl)C(=O)c2ccccc2C1=O,-1%,-6%,-6%,-1%,21%,u,20µM*
COC(=O)c1cccc(C23CC4(C2)[C@H](CN(Cc2ccc(-c5ccccc5)cc2)[C@@H]4c2ccccc2)C3c2ccc(C(F)(F)F)cc2)c1 (stereo not given in full),-6%,2%,0%,-21%,-35%,-28,-2%
CC(C)C(C)NC(=O)COc1nc2ccccc2nc1N(C)C1CCCCC1 (stereo not given),1%,-1%,-4%,-17%,-5%,1,-4%
CCOc1ccc(Cl)cc1CNc1nnnn1CC,u,1%,-15%,-21%,0%,9,-9%
CCCC[C@@H]1CN=C(N)N1CCCC,x,x,5%,x,x,-24,3%
Cc1ccc(C(=O)COc2cc(O)c3c(=O)cc(-c4ccccc4)oc3c2)cc1,u,-1%,-1%,-24%,-15%,-12,2%
O=C(COc1ccc([N+](=O)[O-])cc1)NNC(=O)Nc1ccc([N+](=O)[O-])cc1,0%,-7%,2%,-31%,-4%,15,113%[activator]
CC1CCN(CC(=O)NCc2ccccc2)CC1,0%,0%,0%,-14%,-13%,29,0%
Cc1ccc(NC(=O)c2cc(S(=O)(=O)N3CCc4ccccc43)cn2C)cc1,-4%,-1%,2%,-59%,-2%,-16,-2%
Cc1cccc(NC(=O)c2c(C)cc(C)nc2SCC(=O)c2ccccc2)c1,-5%,x,4%,x,0%,6,x
CC12CCC3C(=CCc4cc(O)ccc43)C1CC(=NO)C2O (stereo not given),x,x,-1%,x,x,27,-1%
CCCn1nc(NS(=O)(=O)c2cccc3nonc23)c2cc3cc(C)ccc3nc21,1%,9%,0%,-10%,2%,21,-9%
CC(=O)Nc1ccc(N2C(=O)CSC2c2ccccc2[N+](=O)[O-])cc1 (stereo not given),1%,6%,3%,-1%,-4%,-29,0%
Cc1ccc(S(=O)(=O)/N=C2/C=C(Sc3ncn[nH]3)C(=O)c3ccccc32)c(C)c1,-18%,7.9µM*,x,25µM*,0.63µM*,x,x
O=C(O)CCC(=O)Nc1cccc(-c2nc3ccccc3o2)c1,0%,1%,-4%,-6%,2%,44,0%
COc1ccc(-c2cc(=O)c3c(O)c(OC)c(OC)c(OC)c3o2)cc1,x,x,-7%,x,x,40,12%
COc1ccc(CNC(=O)c2ccccc2NC(=O)C2=C(C)OCCS2)cc1,x,x,1%,x,x,-20,-12%
Cc1cc(C)cc(NC(=O)C2CCN(c3nc4ccccc4nc3C(F)(F)F)CC2)c1,3%,x,-5%,x,-3%,21,x
COc1ccc(S(=O)(=O)N2CCC(N3CCCCC3)CC2)cc1,0%,0%,-8%,0%,1%,-16,-20%
S=C(NC1CCCCC1)N1CCn2cccc2C1c1ccncc1 (stereo not given),-4%,0%,-4%,-13%,u,-14,-7%
O=C(C1CC1)N1CCC(c2nc(-c3ccc(S(=O)(=O)NCC4CCCO4)cc3)no2)CC1 (stereo not given),-7%,8%,-2%,48%,-6%,-96*,-1%
O=C(CCN1C(=O)/C(=C\c2cccs2)SC1=S)Nc1ccccn1,-9%,-2%,-1%,-47%,0%,-37,7%
CCc1cc2c(cc3c(=O)n(CCCC(=O)NCc4cccc(Br)c4)ncn32)s1,12%,x,1%,x,4%,7,x
O=C(CSc1nc(=O)n(CCN2CCOCC2)c2c1CCCC2)Nc1ccccc1Cl,x,x,1%,x,x,15,-1%
[N-]=C=C1C(=O)NC(=O)C([n+]2ccc(-c3ccncc3)cc2)C1c1ccccc1C(F)(F)F (stereo not given),-9%,-1%,-19%,-22%,u,-22,-4%
CSCCC(=O)Nc1ccc(C(C)=O)cc1,u,-4%,2%,-8%,0%,187,-1%
CC(C)c1ccc(Nc2ncc3c(n2)CCN(C(=O)Nc2ccc(F)c(Cl)c2)C3)cc1,x,x,3%,x,x,-75*,6%
COC(=O)/C(=N/Nc1ccccc1C)N1CCCc2ccccc21,-8%,2%,3%,-7%,-11%,-32,-21%
CC(=O)Nc1ccc(S(=O)(=O)NNC(=O)C(=O)NNc2ccccn2)cc1,-9%,1%,1%,-7%,4%,-25,11%
Cc1ccccc1NC(=O)c1c2c(nc3ccccc13)C(=O)N(C1CCCCC1)C2,19%,x,0%,x,-10%,42,x
O=C(NCc1cccnc1)c1cc(C2CCCCN2S(=O)(=O)c2ccccc2)on1 (stereo not given),x,x,-2%,x,x,24,10%
Cc1ccc2cc3c(=O)n(C)cc(C=O)c3nc2c1,x,x,0%,x,x,0,24%
COc1ccccc1C(=O)NC(=O)COC(=O)c1ncc(Cl)c(Cl)c1Cl,0%,x,-9%,u,6%,-36,5%
CCCN(CCC)C(=S)Nc1cc(C(=O)OC)ccc1C(=O)OC,u,-1%,-4%,-3%,-6%,51,-13%
CC(/C=N/Nc1nc2ccccc2[nH]1)=C\c1ccccc1,-2%,-5%,-1%,-24%,-13%,-26,60%[activator]
COc1ccc(CCNS(=O)(=O)c2cccc([N+](=O)[O-])c2)cc1OC,-11%,7%,-6%,-12%,-7%,25,-8%
COc1cccc(-c2nc(CS(=O)(=O)CC(=O)NCc3ccc4c(c3)OCO4)c(C)o2)c1,3%,8%,2%,48%,3%,u,-9%
CCOC(=O)c1ccc(NS(=O)(=O)c2ccc3c(c2)NC(=O)CCS3)cc1,3%,0%,9%,-31%,-4%,0,-4%
Oc1cccc2ccc(/C=C/c3c(F)cccc3Cl)nc12,-10%,u,-11%,-40%,2%,45,29%
O=C(CNC(=O)c1cccc(F)c1)N/N=C/c1cccc([N+](=O)[O-])c1,-4%,-2%,2%,-35%,-4%,-13,-15%
COc1ccccc1C(=O)C1CCCN(C(=O)C2CCCC2)C1 (stereo not given),-1%,9%,-7%,12%,14%,-34,7%
NC(=O)C(Cc1ccccc1)NS(=O)(=O)c1ccc(N2CCCC2=O)cc1 (stereo not given),2%,-9%,3%,-25%,-14%,-28,2%
CC(C)C(=O)Nc1cccc(C(=O)N2CCCCC2C)c1 (stereo not given),-4%,-13%,11%,-21%,-19%,9,48%
Nc1ccc(C(=O)N/N=C2/CN3CCC2CC3)cc1,2%,-1%,1%,-19%,-15%,-4,17%
COc1ccc([C@H]2CC(=O)C=C(c3ccc(OC(F)(F)F)cc3)C2)cc1,18%,x,-3%,-28%,1%,248,4%
O=C(CCCN1C(=O)c2cccc3cccc(c23)C1=O)N1CCN(c2ncccn2)CC1,3%,-1%,1%,-12%,x,-66*,-8%
Nn1c(SCC(=O)N2CCCc3ccccc32)nnc1-c1ccc(Cl)cc1,-11%,0%,-6%,-1%,2%,-22,-7%
O=C(COC(=O)/C=C/c1cccs1)Nc1nc(-c2ccccc2)cs1,-8%,-2%,6%,-24%,22µM*,88,9%
Nc1nnc(C(c2ccccc2)c2ccccc2)s1,-1%,-3%,2%,-22%,7%,5,0%
COc1cc(NC(=O)COc2cc(O)c3c(c2)OC(C)(C)CC3=O)cc(OC)c1,u,11%,-3%,-32%,-20%,-3,19%
O=C(CSc1n[nH]c(-c2cccs2)n1)N1CCCC1,x,x,1%,-20%,x,12,0%
COc1ccc(C)cc1NC(=O)CCNC(=O)Cn1cnc2ccccc2c1=O,-3%,0%,-7%,3%,10%,u,-3%
O=c1c(O)c(-c2ccccc2)oc2cc(O)cc(O)c12,x,x,4%,-6%,x,5,80%[activator]
CC(C)Nc1nnc(SCC(=O)Nc2ccc3c(c2)C(=O)c2ccccc2C3=O)s1,2%,-1%,1%,10µM*,-4%,73,-22%
O=C(CSc1ccc2ccccc2n1)c1ccc2c(c1)OCO2,3%,5%,0%,-20%,14%,43,14%
CCc1cccc(C)c1NC(=O)c1cnn(-c2ccc(F)cc2)c1-n1cccc1,-1%,x,0%,x,0%,-10,x

# New compounds follow:
SMILES,AmpC detergent,LmPK inh,TbPYK inhibitor,AmpC no deterg,Sm TGR inh,HCMV antiviral,AMA1-RON2 inh
Cc1cc(C)n(C(=O)c2cccc(S(=O)(=O)N3CCOCC3)c2)n1,6%,1%,6%,6%,-1%,31,-9%
Cc1cccc(N2C(=O)CC(Sc3nccc(C)n3)C2=O)c1 (stereo not given),-10%,2%,1%,54%,-18%,-98*,2%
COc1cc2c(=O)n(CCC(=O)NCC3CCCO3)c(=O)n(CC(=O)Nc3ccc(C)cc3)c2cc1OC (stereo not given),0%&7%,-4%,1%&-5%,2%,2%&4%,34&14,3%
COCc1cc(CN2CCCC2)c(O)c2ncccc12,-4%,6%,3%,64%[activator],u,-95*,9.5µM*
Cc1cc(OCC(=O)NC2CC(C)(C)NC(C)(C)C2)c(C)cc1Br,4%,-6%,0%,56%,-5%,-39,5%
COC(=O)c1ccccc1NC(=S)NC(NC(=O)COc1ccccc1)C(Cl)(Cl)Cl (stereo not given),6%,1%,-15%,-45%,3%,-102*,111%[activator]

# Some of the entries so far, field by field:
> O=c1c(O)c(-c2ccccc2)oc2cc(O)cc(O)c12
  AmpC detergent = x	LmPK inh = x	TbPYK inhibitor = 4%	AmpC no deterg = -6%	Sm TGR inh = x	HCMV antiviral = 5	AMA1-RON2 inh = 80%[activator]

> CC(C)Nc1nnc(SCC(=O)Nc2ccc3c(c2)C(=O)c2ccccc2C3=O)s1
  AmpC detergent = 2%	LmPK inh = -1%	TbPYK inhibitor = 1%	AmpC no deterg = 10µM*	Sm TGR inh = -4%	HCMV antiviral = 73	AMA1-RON2 inh = -22%

> O=C(CSc1ccc2ccccc2n1)c1ccc2c(c1)OCO2
  AmpC detergent = 3%	LmPK inh = 5%	TbPYK inhibitor = 0%	AmpC no deterg = -20%	Sm TGR inh = 14%	HCMV antiviral = 43	AMA1-RON2 inh = 14%

> CCc1cccc(C)c1NC(=O)c1cnn(-c2ccc(F)cc2)c1-n1cccc1
  AmpC detergent = -1%	LmPK inh = x	TbPYK inhibitor = 0%	AmpC no deterg = x	Sm TGR inh = 0%	HCMV antiviral = -10	AMA1-RON2 inh = x

# Bioassay records as filed in PubChem.
